Screening results: PubChem BioAssay, National Center for Advancing Translational Sciences (NCATS)
EPAC2 antag: blocks human EPAC2 exchange factor. Q8WZA2. EPAC2 GEF exchange of Rap1B-BODIPY-GDP, fluorescence. Potency, µM (top dose mostly 114 µM), for inactives: at the top dose activity, negative = inhibition, actives largely listed as inhibitors. 0.18% of 360,000 active. AID 720708; note: % is set by controls: 0 for no effect and ±100 for the full control effect; nearly all actives have a fitted effect of over 45% in size; many of its hits are not listed in these tables
Target sequence (Q8WZA2 whole entry, looked up): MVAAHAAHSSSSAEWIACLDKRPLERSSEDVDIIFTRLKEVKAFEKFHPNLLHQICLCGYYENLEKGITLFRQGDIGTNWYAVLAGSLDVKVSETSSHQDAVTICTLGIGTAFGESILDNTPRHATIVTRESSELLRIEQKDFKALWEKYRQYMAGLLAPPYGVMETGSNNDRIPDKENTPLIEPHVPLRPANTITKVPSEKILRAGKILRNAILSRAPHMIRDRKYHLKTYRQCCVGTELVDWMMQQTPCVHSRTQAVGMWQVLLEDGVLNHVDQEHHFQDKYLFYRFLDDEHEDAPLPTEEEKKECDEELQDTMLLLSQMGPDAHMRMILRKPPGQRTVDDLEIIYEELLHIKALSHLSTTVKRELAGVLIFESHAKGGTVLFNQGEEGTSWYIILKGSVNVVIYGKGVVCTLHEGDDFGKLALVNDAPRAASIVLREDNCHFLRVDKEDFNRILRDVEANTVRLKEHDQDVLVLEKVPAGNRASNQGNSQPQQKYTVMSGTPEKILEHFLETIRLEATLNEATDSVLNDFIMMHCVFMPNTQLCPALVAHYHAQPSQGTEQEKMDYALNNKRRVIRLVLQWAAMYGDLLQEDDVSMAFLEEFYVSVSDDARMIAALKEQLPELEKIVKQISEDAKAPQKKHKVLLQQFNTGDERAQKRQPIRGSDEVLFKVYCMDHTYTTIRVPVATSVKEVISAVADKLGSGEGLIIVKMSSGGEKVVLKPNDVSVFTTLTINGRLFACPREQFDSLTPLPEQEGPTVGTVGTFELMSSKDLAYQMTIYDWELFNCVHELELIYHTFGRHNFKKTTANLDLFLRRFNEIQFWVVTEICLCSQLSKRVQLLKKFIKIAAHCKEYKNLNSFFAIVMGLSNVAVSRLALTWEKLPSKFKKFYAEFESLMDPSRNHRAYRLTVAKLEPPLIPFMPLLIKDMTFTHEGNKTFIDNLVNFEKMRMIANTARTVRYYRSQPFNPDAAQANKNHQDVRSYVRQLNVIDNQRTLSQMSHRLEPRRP
Nrf2 inh: Nrf2 pathway inhibition | Potency, µM (top dose mostly 46 µM), inactives show at the highest dose activity change, negative = inhibition, most hits filed as inhibitors | A549 ARE-Fluc reporter, luciferase luminescence, 18-24 h | 2.1% of 360,000 active | AID 504444; note: % is set by controls: 0 for no effect and ±100 for the full control effect; nearly all actives have a fitted effect of over 60% in size
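Quantitative HTS in A549 cells stably bearing an antioxidant response element-firefly luciferase construct. Inhibition of Nrf2-driven transcription was scored by luminescence after 18-24 h of compound exposure at 37 °C.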
TGFb SMAD3 inh: inhibitors of TGF-b signaling | HepG2 CAGA-GFP TGF-b/SMAD3 reporter, GFP fluorescence, 18 h; TGF-beta stimulated, 500 pg/mL final | Potency, µM (titrated, usually from 46.1 µM), for the others: at the top dose activity, negative = inhibition, most hits filed as inhibitors | 1.2% of 410,000 active; note: % is set by controls: 0 for no effect and ±100 for the full control effect; nearly all actives have a fitted effect of over 65% in size
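Read-out: total well GFP (ex488/em500-530) summed from mean per-cell fluorescence. Cells: HEPG2 CAGA-GFP, 1% FBS DMEM, 18 h at 37 degrees C with 500 pg/mL final TGF-beta. Unstimulated wells served as the full-inhibition control; stimulated DMSO wells = 0%.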
MCF10A rerep: DNA re-replication induction in MCF 10a cells; Potency, µM (doses to about 46.1 µM), for inactives: at the highest dose activity, positive = re-replication, hits mostly activators; 2.9% of 350,000 active; AID 624296; MCF 10A DNA re-replication, Hoechst nuclear intensity, 48 h; note: % of control where 0% means no effect; nearly all actives have a fitted effect of over 50% in size
Nrf2 activator: Nrf2 pathway activation; AREc32 ARE-luciferase reporter (MCF7-derived line), luminescence, 24 h; 0.31% of 410,000 active; Potency, µM (series often up to 46.1 µM), for the others: at the top dose activation, usual class: activators; AID 624171; note: % of control where 0% means no effect; nearly all actives have a fitted effect of over 65% in size
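Nrf2 activation is followed as ARE-luciferase induction in the AREc32 line after one day of compound treatment; luminescence is read with Steady-Glo.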
ATXN2 expr inh: ATXN2 expression inhibition. HEK-293 ATXN2-luciferase reporter, luminescence, 24 h. Potency, µM (series often up to 57 µM), without a hit: at the top dose activity change, negative = inhibition, usual class: inhibitors. 0.72% of 360,000 active; note: % is set by controls: 0 for no effect and ±100 for the full control effect; nearly all actives have a fitted effect of over 55% in size
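qHTS (up to 57 uM final) was run with 24 h compound exposure of reporter cells at 37 °C. Each well was multiplexed: SteadyGlo luminescence measured ATXN2-luciferase expression after a fluorogenic Gly-Phe-AFC viability readout (25 uM final).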
HepG2 tox: counter-screen for TGF-b inhibitors: cytotoxicity in HepG2 cells | HepG2 CAGA-GFP viability, ATP luminescence, 18 h | Potency, µM (doses to about 46.1 µM), for the others: at the top dose activity change, negative = cytotoxicity, most hits filed as cytotoxic | 0.76% of 410,000 active; note: some results filed as inactive show a strong effect at the top dose
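CellTiter-Glo luminescence gave cytotoxicity after 18 hours at 37 degrees C. The cells were HepG2 CAGA-GFP in 1% FBS DMEM, stimulated with 500 pg/mL TGF-beta after compound addition. %Activity was normalised to no-cell wells (complete cell-killing) and DMSO (no toxicity), and curves were fitted and classified.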
A549 viability: A549 cytotoxicity, counter-screen for Nrf2 inhibitors; A549 ARE-Fluc cells, CellTiter-Fluor viability, 18-24 h; Potency, µM (highest dose often 46 µM), for the others: at the highest dose activity change, negative = cytotoxicity, most hits filed as inhibitors; 0.16% of 390,000 active; AID 504648; note: % is set by controls: 0 for no effect and ±100 for the full control effect
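A549 ARE_Fluc cells in 5% FBS OPTI-MEM were exposed to compounds in concentration-response for 18-24 h at 37 deg C. Viability was read by CellTiter-Fluor fluorescence (Ex 405/Em 525) after 30 min, before the luciferase read.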
S2 tox: cell viability loss in ATXN counter-screen; Potency, µM (doses to about 56.7 µM), most hits filed as cytotoxic; 0.49% of 400,000 active; S2 cells (HEK-293 line with an ATXN2-luciferase reporter) viability, CellTiter-Fluor protease fluorescence, 24 h; AID 651635; note: nearly all actives have a fitted effect of over 40% in size
The depositor's hits bear a star; i = inactive; ? = inconclusive; / = not tested or not shown; [ ] = another dose, or the depositor's remark. Calls come from the whole dose curve; as a rule, active = well fitted curve in the direction sought with a large enough effect; inconclusive = small, poorly fitted or top-dose-only effect, or another doubt; inactive = no such curve, though single readings can be large; an effect the other way counts as inactive or inconclusive. Potency is the fitted concentration of half-maximal effect. These rows are one share of the data; rates above refer to the full screens.

# | molecule | EPAC2 antag | Nrf2 inh | TGFb SMAD3 inh | MCF10A rerep | Nrf2 activator
1 | O=C(NCc1cccc(C(F)(F)F)c1)C1CCC(=O)N(C2CCCCCC2)C1 (configuration not stated) | 2% | 0% | -26% | -21% | 0.0%
2 | O=C1NC[C@H](Cc2ccccc2)N(C[C@H]2CCCN2C[C@H](Cc2ccccc2)N2C[C@H](Cc3ccc(O)cc3)N(CC3CCCCCC3)C(=O)C2=O)C1=O | -23% | -17% | ? | ? | 0.1%
3 | CC(NC(=O)CN1CCN(Cc2ccc(Cl)cc2)C1=O)c1ccc2c(c1)OCCO2 (configuration not stated) | 6% | -5% | 0% | 11% | -0.5%
4 | COC(=O)c1cccc(C(=O)N2CCCC(C(=O)c3cccc(OC(C)C)c3)C2)c1 (configuration not stated) | -13% | -10% | 16% | 13% | -0.8%
5 | Cc1csc(NC(=O)C2=COCCO2)n1 | 3% | 2% | 14% | 0% | 0.3%
6 | C/C(=N\Nc1nc(N2CCCCCC2)nc(N2CCCCCC2)n1)c1ccccc1 | -11%[57.1 µM] | -11% | 0% | 10% | -0.6%
7 | CC(Cc1ccccc1)C(=O)NCc1ccncc1 (configuration not stated) | 25% | 22% | 4% | -10% | 0.4%
8 | COc1cccc(-c2ccc3nnc(SCC(=O)Nc4ccc(NC(C)=O)cc4)n3n2)c1 | -14% | -10% | 3% | ? | 0.4%
9 | COc1ccc(OCC(=O)Nc2cc(-c3nn(C)c(=O)c4ccccc34)ccc2N2CCOCC2)cc1 | -11% | 8% | 0% | -17% | 2.0%
10 | Cn1c(=O)n(C)c2cc([N+](=O)[O-])c(N3CCN(S(=O)(=O)c4ccccc4)CC3)cc21 | -3% | ? | -17% | 19% | 3.3%
11 | O=C(CN1CCOc2ccccc21)NCc1cccs1 | -13% | 15% | 15% | 4% | 2.4%
12 | COc1ccc(-c2cc(C(=O)NNC3=NCCC3)c3c(C)nn(-c4ccccc4)c3n2)cc1 | -4% | -12% | 1% | -4% | -0.8%
13 | Cc1cccc(N=Cc2[nH]c3ccc(Br)c(Cl)c3c2O)c1 | 4% | 11% | 14% | ? | ?
14 | Cc1c2cnn(CC(=O)Nc3cccc(C(F)(F)F)c3)c(=O)c2c(C)n1Cc1ccccc1F | 8% | -16% | 6% | 2% | 0.3%
15 | COc1cc(C(=O)N[C@H](C(=O)NC2CCCCCC2)C(C)C)cc(OC)c1OC | 9% | -6% | 15% | 3% | -0.8%

# | ATXN2 expr inh | HepG2 tox | A549 viability | S2 tox
1 | -10% | -26% | 2% | i
2 | ? | 3% | -16% | ?
3 | -11% | -6% | 3% | i
4 | -4% | 5% | 0% | i
5 | 21% | -17% | 4% | i
6 | / | -7% | -2% | i
7 | 0% | -2% | -3% | i
8 | -2% | 0% | 4% | i
9 | -11% | -21% | 1% | i
10 | -8% | -30% | 8% | i
11 | 0% | -4% | 23% | i
12 | -32% | -24% | 0% | ?
13 | -21% | -4% | 6% | ?
14 | -2% | 7% | -2% | i
15 | -14% | -5% | -3% | i

The listing continues:
# | molecule | EPAC2 antag | Nrf2 inh | TGFb SMAD3 inh | MCF10A rerep | Nrf2 activator
16 | CCN(CC)S(=O)(=O)c1ccc(N2CCOCC2)c(NS(=O)(=O)c2ccc(C)cc2)c1 | -10% | 12% | -27% | 5% | -0.7%
17 | O=C(CCn1c(=O)oc2ccccc21)NCc1ccc2c(c1)OCO2 | 31%[activator] | ? | -1% | 2% | 0.1%
18 | O=C(O)/C=C\C(=O)NCc1cccnc1 | -5% | 7% | -4% | 21% | -1.6%
19 | CC(NS(=O)(=O)c1ccc(OCC(=O)NCc2ccncc2)cc1)c1ccccc1 (configuration not stated) | 13% | ? | 5% | 12% | 0.3%
20 | Cc1c(C(=O)N2CCN(Cc3ccccc3)CC2)sc2ncnc(N3CCOCC3)c12 | 0% | 18% | 1% | 8% | 0.0%
21 | CCCCC[C@@H](C)N1C[C@H](COCc2ccccc2)Oc2cc(N3CCC[C@@H]3COC)ccc2S1(=O)=O | 8% | / | / | / | 0.8%
22 | CCCCOc1ccc(C(=O)NCC(=O)N2CC(C)OC(C)C2)cc1 (configuration not stated) | 10% | -3% | 7% | 11% | -0.5%
23 | CN1C(=O)c2ccccc2OC1(C)Cc1ccccc1 (configuration not stated) | -3% | -18% | -13% | 10% | 0.2%
24 | CCc1ccc(NS(=O)(=O)c2cccc3nonc23)cc1 | -9% | -14% | -18% | 23% | 1.2%
25 | CC(C)OP(=O)(c1ccc(N(C)C)cc1)C(O)c1ccc(C(C)C)cc1 (configuration not stated) | -17% | 5% | -21% | 1% | -0.6%
26 | O=C(NN1CCN(Cc2ccccc2Cl)CC1)c1ccc(Cl)cc1 | 17% | -1% | -6% | 3% | 0.0%
27 | COc1cccc(C(=O)OCC(=O)NCCC2=CCCCC2)c1 | 3% | 18% | 15% | 2% | 0.1%
28 | NC(=O)C1(Nc2ccc(-c3ccc(Cl)cc3)cc2)CCCC1 | 3% | 15% | 8% | 5% | 6.2%
29 | Cc1noc(C)c1S(=O)(=O)Nc1ccc(C#N)cc1 | 1% | -28% | -1% | -2% | -1.3%
30 | O=C(O)C1CCC(CNS(=O)(=O)c2ccc(Br)cc2)CC1 (configuration not stated) | 7% | 0% | -5% | -8% | -1.1%

# | ATXN2 expr inh | HepG2 tox | A549 viability | S2 tox
16 | ? | -22% | 12% | ?
17 | 0% | -42% | 25% | i
18 | / | 2% | 13% | i
19 | -1% | 8% | 1% | i
20 | -3% | -21% | -2% | i
21 | 47%[activator] | / | / | i
22 | 2% | 0% | 1% | ?
23 | -4% | -28% | 15% | i
24 | 1% | -4% | -7% | i
25 | 1% | -28% | 1% | i
26 | -3% | 11% | -3% | i
27 | -2% | 5% | 5% | i
28 | -15% | -12% | 0% | i
29 | 0% | -1% | 7% | i
30 | -15% | 16µM* | 2% | i

Complete entries, looked up by structure:
NC(=O)C1(Nc2ccc(-c3ccc(Cl)cc3)cc2)CCCC1 in the list: EPAC2 antag: 3%; Nrf2 inh: 15%; TGFb SMAD3 inh: 8%; MCF10A rerep: 5%; Nrf2 activator: 6.2%; ATXN2 expr inh: -15%; HepG2 tox: -12%; A549 viability: 0%; S2 tox: i
Cc1c(C(=O)N2CCN(Cc3ccccc3)CC2)sc2ncnc(N3CCOCC3)c12 in the list: EPAC2 antag: 0%; Nrf2 inh: 18%; TGFb SMAD3 inh: 1%; MCF10A rerep: 8%; Nrf2 activator: 0.0%; ATXN2 expr inh: -3%; HepG2 tox: -21%; A549 viability: -2%; S2 tox: i

Entries shown so far containing a thiophene ring, fused or not:
# | molecule | EPAC2 antag | Nrf2 inh | TGFb SMAD3 inh | MCF10A rerep | Nrf2 activator
11 | O=C(CN1CCOc2ccccc21)NCc1cccs1 | -13% | 15% | 15% | 4% | 2.4%
20 | Cc1c(C(=O)N2CCN(Cc3ccccc3)CC2)sc2ncnc(N3CCOCC3)c12 | 0% | 18% | 1% | 8% | 0.0%

# | ATXN2 expr inh | HepG2 tox | A549 viability | S2 tox
11 | 0% | -4% | 23% | i
20 | -3% | -21% | -2% | i

Following part
# | molecule | EPAC2 antag | Nrf2 inh | TGFb SMAD3 inh | MCF10A rerep | Nrf2 activator
31 | CCn1c(SCC(=O)NNC(=O)c2ccc(C)cc2)nnc1C(C)C | 9% | 1% | 9% | -1% | -0.1%
32 | O=C(COc1ccccc1[N+](=O)[O-])N1CCCc2ccccc21 | -9% | -6% | 0% | 9% | 7.1%
33 | CC1C(=O)N(Cc2cn(Cc3ccco3)nn2)CCS(=O)(=O)N1Cc1ccc(-c2ccccc2Cl)cc1 (configuration not stated) | 5% | / | ? | / | 2.9%
34 | O=C(CCC(=O)c1cccs1)NCc1ccc(F)cc1 | 0%[57.1 µM] | 4% | -4% | -1% | 0.2%
35 | O=C(NN1C(=O)CSC1=S)c1cccnc1 | -1% | -13% | 12% | -3% | -0.3%
36 | O=C(CSc1nc(-c2ccccc2)cc(=O)[nH]1)Nc1ccc(Br)cc1 | -9% | -5% | ? | 5% | 0.1%
37 | COc1cc(C(=O)Nc2nonc2-c2ccc(Cl)cc2)cc(OC)c1OC | / | ? | -15% | / | 10%
38 | O=C(NC1CCCCCC1)c1ccc2c(c1)sc1nc(-c3ccc(F)cc3)cn12 | / | 25% | -8% | / | 2.6%
39 | COc1ccc(CC2C(=O)OC(C)(C)OC2=O)cc1 | 10% | / | 36% | -1% | -0.8%
40 | O=C(COc1ccc(/C=N/NC(=O)c2ccncc2)cc1)Nc1ccc([N+](=O)[O-])cc1 | 13% | -7% | 15% | -3% | -0.6%
41 | O=C(NCc1ccc(Cl)cc1)C(=O)NCC(c1ccco1)S(=O)(=O)c1cccs1 (configuration not stated) | / | / | -8% | / | 0.6%
42 | CCN(CC(=O)NC(C)(C)C)C(=O)c1cccc(S(=O)(=O)N2CC3(C)CC2CC(C)(C)C3)c1 (configuration not stated) | 4% | / | -9% | / | -1.6%
43 | CC1(C(=O)NC(=S)N(CCC#N)c2ccccc2)CC1(Cl)Cl (configuration not stated) | 0% | 2% | -19% | 2% | -0.7%
44 | CN(C)c1ccc(N/C=C/C(=O)c2ccc(F)cc2)cc1 | 1% | ? | 28% | ? | 0.1%

# | ATXN2 expr inh | HepG2 tox | A549 viability | S2 tox
31 | 54%[activator] | -4% | 0% | i
32 | 1% | 4% | -12% | i
33 | -12% | -31% | / | 11µM*
34 | 1% | -1% | -2% | i
35 | -24% | -5% | 8% | i
36 | 14% | -2% | 5% | i
37 | / | -21% | 4% | /
38 | / | -11% | 11% | /
39 | -33% | 27% | -6% | i
40 | -4% | -7% | 6% | i
41 | / | 4% | 0% | /
42 | / | -20% | / | i
43 | 2% | -15% | -8% | i
44 | -37% | -34% | -6% | ?
